TDP1 cell CPT = DT40-hTDP1 cell growth loss with CPT | chicken DT40 Tdp1-/-;hTDP1 cells + 20 nM CPT, ATP luminescence, 48 h | Potency, µM (doses to about 46.2 µM), inactives show at the top dose activity change, negative = growth inhibition, most hits filed as inhibitors | 420,000 tested, 12% active; note: nearly all actives have a fitted effect of over 55% in size
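Chicken DT40 Tdp1-/- cells stably complemented with human TDP1 were seeded at 400 cells/well in medium containing 20 nM camptothecin, exposed to pin-transferred compounds, and grown at 37 °C for at least 48 hr. Viability was read as ATP luminescence.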
FEN1 inhibitor = inhibitors of human flap endonuclease 1 | P39748 | Recombinant FEN1 flap cleavage, fluorescence, 15 min | Potency, µM (doses to about 114 µM), for inactives: top-dose activity change, negative = inhibition, hits mostly inhibitors | 390,000 tested, 0.35% active | AID 588795; note: nearly all actives have a fitted effect of over 65% in size
Target sequence (P39748 whole entry, looked up): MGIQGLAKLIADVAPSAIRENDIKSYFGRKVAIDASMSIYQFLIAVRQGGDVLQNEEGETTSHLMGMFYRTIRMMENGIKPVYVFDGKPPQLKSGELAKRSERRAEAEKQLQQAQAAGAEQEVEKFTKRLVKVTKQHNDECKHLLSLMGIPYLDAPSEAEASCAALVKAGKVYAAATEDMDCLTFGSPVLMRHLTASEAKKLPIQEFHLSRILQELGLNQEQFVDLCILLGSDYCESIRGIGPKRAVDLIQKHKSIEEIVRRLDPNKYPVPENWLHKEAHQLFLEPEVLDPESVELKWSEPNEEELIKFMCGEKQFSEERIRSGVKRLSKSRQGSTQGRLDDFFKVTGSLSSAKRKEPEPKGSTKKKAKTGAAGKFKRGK
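Nuclease activity of 10 nM FEN1 was measured after 15 min of room-temperature exposure to titrated compounds, by adding 50 nM flap substrate and reading plates at 0 and 15 min.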
N370S GC mod = inhibits or activates N370S mutant glucocerebrosidase | Potency, µM (top dose mostly 59.4 µM), without a hit: at the top dose activity change, negative = inhibition, actives largely listed as inhibitors | 330,000 tested, 0.092% active | P04062 | N370S GC spleen homogenate, 4MU-glucoside fluorescence;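 note: 0% = full enzyme activity and -100% = no enzyme basal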
Active calls of the source: *; ? = inconclusive; / = no result given; & = joins results of further samples; [ ] = another dose, or the depositor's remark. Calls come from the whole dose curve; as a rule, active = well fitted curve in the direction sought with a large enough effect; inconclusive = small, poorly fitted or top-dose-only effect, or another doubt; inactive = no such curve, though single readings can be large; an effect the other way counts as inactive or inconclusive. Unless noted, % is set by controls: 0 for no effect and ±100 for the full control effect; potency is the fitted concentration of half-maximal effect.

structure	TDP1 cell CPT	FEN1 inhibitor	N370S GC mod
CCN(C(=O)CSc1cc(C)c2ccc(OC)cc2n1)C1CCS(=O)(=O)C1 (stereo unspecified)	1.5%	-21.4%	2.4%
C=CCNS(=O)(=O)c1cccc2cc(C(=O)O)c(O)cc12	-17.0%	0.5%	-12.4%
FC(F)(F)c1ccccc1/C=N/Nc1ccccn1	0.1%	-14.2%	1.9%
CCOC(=O)N1CCC(NC(=O)c2cnn(-c3cccc(F)c3)c2-n2cccc2)CC1	?	-5.3%	/
Cc1ccc(C)c(NC(=O)C2CC=CCC2C(=O)O)c1 (stereo unspecified)	-3.3%	-8.4%	2.3%
O=C(Nc1ccccc1-c1nc2ccccc2s1)c1cc(Cl)cc(Cl)c1	-1.0%	-8.9%	/
CC1(C)CC(NC(=O)CCc2nnc(CCCCc3ccccc3)o2)CCO1 (stereo unspecified)	0.4%	-1.2%	8.8%
C=CCN(C1CCCCC1)S(=O)(=O)c1ccc2c(c1)oc(=O)n2C	8.2µM*	-18.3%	5.2%
COc1cc(C(=S)N2CCOCC2)cc(OC)c1OS(=O)(=O)c1ccc(C)cc1	-9.4%	11.4%	0.8%
COc1ccc(Nc2nc3ccc(C)cc3nc2-n2nc(C)cc2C)cc1Cl	1.3%	17.2%	/
Cc1ccc(S(=O)(=O)CCC(=O)OCC(=O)N2c3ccccc3NC(=O)C2(C)C)cc1	?	2.6%	-8.6%
CN=C(Nc1ccc(C)c(C)c1)SC1CC(=O)N(c2ccc(OC)cc2)C1=O (stereo unspecified)	?	-15.8%	-7.0%
C=CCn1c(Cc2cccs2)nnc1SCC(=O)c1ccc2ccccc2c1	?	-16.6%	11.2%
O=C1CC(c2ccccc2)Oc2ccccc21 (stereo unspecified)	?	0.2%	0.8%
Cc1nnc(NC(=O)c2cc(S(=O)(=O)N(C)C)ccc2N2CCCC2)s1	?	1.0%	/
O=C(Nc1ccccc1)c1ccc(S(=O)(=O)N2CCCC2)cc1	-22.1%	-9.2%	4.5%
CCOc1ccc(NC(=O)CC2SC(N)=NC2=O)c([N+](=O)[O-])c1 (stereo unspecified)	4.3%	4.5%	-14.5%
O=C1CC(c2ccccc2)CN1C(=O)c1cccnc1 (stereo unspecified)	9.3%	-1.0%	-15.5%
C[C@H](NC(=O)c1[nH]cnc1C(=O)Nc1ccon1)c1ccccc1	?	-11.9%	/
COc1cc(S(=O)(=O)Nc2ccccn2)ccc1F	-1.0%	4.4%	/
O=C(c1ccccc1-c1nc(-c2ccccc2)no1)N1CCCC1	?	-0.8%	6.0%
CC[C@]12c3[nH]c4cc(CCC(=O)N(C)C)ccc4c3CCN1C(=O)[C@@H](CC(=O)NCCc1ccccn1)C[C@@H]2C(=O)N1CCN(C(=O)C2CC2)CC1	7.4%	-1.6%	/
Cc1ccc(C)c(NC(=O)Cn2c(=O)n(Cc3ccco3)c(=O)c3ccc(C(=O)NC4CCCC4)cc32)c1	?	-2.6%	/
CC1CN=C(N(C(=S)Nc2ccccc2)c2cccc(C(F)(F)F)c2)S1 (stereo unspecified)	0.6%	5.3%	-24.8%
CC(NS(=O)(=O)c1ccc2[nH]c(=O)c(=O)[nH]c2c1)C(=O)O (stereo unspecified)	0.8%	1.4%	3.5%

Following part:
structure	TDP1 cell CPT	FEN1 inhibitor	N370S GC mod
Cc1ccc(C(=O)NNC2CC(=O)N(c3ccc4c(c3)OCCO4)C2=O)cc1 (stereo unspecified)	-15.1%	13.6%	-8.1%
O=C(/C=C/c1cccc([N+](=O)[O-])c1)N1CCN(Cc2ccc3c(c2)OCO3)CC1	?	-8.7%	-1.2%
Cc1ccc(NC(=O)CSc2nc3nc(C)c(Cc4ccccc4)c(C)n3n2)cc1	?	4.5%	/
O=C(COc1ccc(Cl)cc1Br)N1CCN(c2ccccc2)CC1	-26.4%	-16.8%	16.1%
O=c1onc(-c2ccc(Cl)cc2)n1Cc1ccc(F)cc1	-0.7%	-5.0%	0.5%
Cc1cccc(N(C)c2cc(C)nc3ncnn23)c1	-18.1%	11.3%	-1.4%
C[C@H](CO)N1C[C@H](C)[C@@H](CN(C)C(=O)Nc2ccccc2)Oc2c(NC(=O)Nc3ccc(C(F)(F)F)cc3)cccc2C1=O	13µM*	0.1%	/
COc1ccc(Cn2nc(-c3ccccc3)c(N3CCCCC3)cc2=O)cc1	?	-11.1%	?
O=[N+]([O-])c1ccc(NC(c2ccccc2)c2ccc3cccnc3c2O)cc1 (stereo unspecified)	3.26µM*	1.0%	/
O=C(COc1ccccc1F)Nc1c2c(nn1-c1ccccc1)CS(=O)(=O)C2	3.2%	-4.4%	9.1%
Cc1cc(NC(=O)CCC(=O)N(CC(=O)NC2CCCC2)Cc2ccc(F)cc2)no1	-3.6%	-1.0%	-0.6%
CC1(C)CC(=O)C2=C(C1)NC(Nc1nc3ccccc3o1)=NC2c1cccnc1 (stereo unspecified)	?	1.7%	/
O=c1ccc(NS(=O)(=O)c2ccc(Cl)cc2)cn1Cc1ccc(Cl)c(Cl)c1	-13.6%	-17.8%	2.3%
C=CCn1c(-c2ccccc2)nc2nc3ccccc3nc21	18.4µM*	-4.9%	3.0%
COc1ccc(C(=O)CN2C(=O)c3ccccc3S2(=O)=O)cc1Br	-10.0%	-1.3%	0.4%
COc1cccc(C(=O)Nc2cc(C(=O)NCc3ccc(C)cc3)ccc2N2CCC3(CC2)CC(c2cccc(Br)c2)=NO3)c1	-12.5%	-9.7%	-7.8%
O=C(NC1CCSc2ccccc21)c1cc(S(=O)(=O)N2CCOCC2)ccc1F (stereo unspecified)	-11.6%	6.0%	-4.9%
COc1ccc(C(=O)NCC(=O)NCC2(N(C)C)CCCCC2)cc1OC	7.1%	5.3%	2.3%
O=C(CCC(NC(=O)OCc1ccccc1)C(=O)O)OCc1ccccc1 (stereo unspecified)	1.1%	-7.4%	2.7%
Cc1ccccc1S(=O)(=O)NC1OC(=O)C(Cl)=C1Cl (stereo unspecified)	20.6µM*	2.8%	1.2%
COc1ccc(NC(=O)c2ccc(COc3ccccc3OC)o2)cc1OC	14.6µM*	1.3%&-3.8%	-7.0%
Cc1ccccc1C(=O)N/N=C/c1ccncc1	7.5%	4.4%	5.1%
COc1cc(NC(=S)N2CCCC(C)C2)c(OC)cc1Cl (stereo unspecified)	0.2%	-4.8%	15.7%
CC(C)CSc1nnc(N)s1	-8.6%	0.1%	7.0%
CC(=O)Nc1c(NCC(C)C)c2ccccc2oc1=O	1.8%	7.9%	15.7%

Continued:
Screens in order: TDP1 cell CPT	FEN1 inhibitor	N370S GC mod
Cc1ccc(NC(=O)CN2C(=O)c3ccccc3Sc3ccc(C(=O)N4CCOCC4)cc32)c(Cl)c1
    -13.5%	-9.3%	/
CCc1ccccc1Nc1nc(N)nc(CSc2nnc3ccccn23)n1
    -7.2%	36.6%[activator]	0.8%
COc1ccc(NC(=O)c2ccc3[nH]c(=O)c(=O)[nH]c3c2)c(OC)c1
    -21.5%	-18.1%	-9.4%
COc1ccccc1NC(=O)C1=C(C)Nc2nnnn2C1c1cc(Br)ccc1OC (stereo unspecified)
    -29.5%	-8.2%	-2.6%
COCCN1C(=O)N[C@@H](c2cccc(C(F)(F)F)c2)C(C(=O)OC)=C1C
    ?	-16.6%	-11.0%[12.8 µM]
Cc1c(CN(C)C)c2c(n1Cc1ccccc1)C(=O)c1ccc(Br)cc1-2
    ?	-34.4%	/
CC(=O)NS(=O)(=O)c1ccc(NS(=O)(=O)c2ccccc2[N+](=O)[O-])cc1
    2.0%	-6.9%	-4.2%
CC(=O)N1c2ccccc2C(CBr)=CC1(C)C
    -15.3%	-0.1%	0.3%
O=C(CCNS(=O)(=O)c1ccc(Br)cc1)NNC(=O)C1COc2ccccc2O1 (stereo unspecified)
    -26.2%	1.7%	/
CCN(CC)S(=O)(=O)c1cccc(NC(=O)CN2C(=O)c3ccc([N+](=O)[O-])cc3C2=O)c1
    1.2%	2.6%	-6.0%
CCCCn1c(SCC(=O)N2CCOCC2)nc2ccccc2c1=O
    -21.4%	-3.1%	0.3%
COC(=O)c1cc(COC(=O)c2cccnc2SC)oc1C
    2.9%	-14.5%	2.9%
Cc1csc(NC(=O)CCn2c(=O)oc3ccccc32)n1
    -6.5%	-11.8%	-1.4%
COc1ccc(NS(=O)(=O)c2cc(NC(=O)C3CCCO3)ccc2N2CCCC2)cc1 (stereo unspecified)
    -3.7%	3.1%	18.2%
O=C(CNC(=O)c1ccc(Cl)cc1)NC1CCCCC1
    ?	-3.4%	-1.1%

Gathered by group: the entries above with a COOH group
Screens in order: TDP1 cell CPT	FEN1 inhibitor	N370S GC mod
C=CCNS(=O)(=O)c1cccc2cc(C(=O)O)c(O)cc12
    -17.0%	0.5%	-12.4%
Cc1ccc(C)c(NC(=O)C2CC=CCC2C(=O)O)c1 (stereo unspecified)
    -3.3%	-8.4%	2.3%
CC(NS(=O)(=O)c1ccc2[nH]c(=O)c(=O)[nH]c2c1)C(=O)O (stereo unspecified)
    0.8%	1.4%	3.5%
O=C(CCC(NC(=O)OCc1ccccc1)C(=O)O)OCc1ccccc1 (stereo unspecified)
    1.1%	-7.4%	2.7%

Next entries:
Screens in order: TDP1 cell CPT	FEN1 inhibitor	N370S GC mod
O=C1OCCN1C(=O)[C@H]1[C@H](c2ccc(Cl)cc2)C(c2cccc(Cl)c2)=NN1c1ccc(Br)cc1
    ?	-7.8%	?
COc1ccc(CCNC(=O)C2CCN(S(=O)(=O)c3c(C)noc3C)CC2)cc1OC
    1.1%	-6.5%	2.0%
CCOc1cccc(C(=O)NC2=NCCS2)c1
    2.7%	1.4%	-5.1%
CCC(=O)Nc1ccc(C(=O)NNC(=O)c2ccc(Cl)cc2)cc1
    -2.5%	0.5%	-5.1%
Nc1ncnc2nc(SCCc3ccccc3)[nH]c12
    ?	9.1%	/
CCOC(=O)CSC1=Nc2ccccc2C2=NC(CCC(=O)NCc3ccc(F)cc3)C(=O)N12 (stereo unspecified)
    -21.9%	23.9%	/
Cc1cccnc1Nc1nc(-c2ccccn2)cs1
    0.13µM*	-15.4%	0.6%
COc1ccccc1CN1CC(C(=O)N(C)Cc2ccc(C)o2)CCC1=O (stereo unspecified)
    -19.1%	20.6%	4.6%
CCc1ccccc1NC(=O)Cn1c(=O)n(-c2ccc(C)c(C)c2)c(=O)c2oc3ccccc3c21
    14.6µM*	15.8%	/
CSc1cccc(N2CC(C(=O)N(Cc3nnc(-c4ccccc4Cl)o3)C3CC3)CC2=O)c1 (stereo unspecified)
    -29.4%	-5.0%	?
CCN(CC)CCCN=C1N[C@@H](c2ccccc2)C(C(=O)OC)=C(C)N1CC
    -12.9%	-6.4%	3.5%&-0.1%
COc1cccc(NC(=O)c2oc3ccccc3c2NC(C)=O)c1
    1.7%	3.0%	11.6%
COc1ccc(N(CC(=O)NCc2ccco2)S(C)(=O)=O)c(OC)c1
    -10.7%	7.8%	-4.6%
CCOC(=O)C1CCN(CC(C)(C)NS(=O)(=O)c2ccccc2)CC1
    -2.9%	11.3%	-5.6%
Cc1ccc(Cn2nc(C)c(C(=O)N3CCN(S(=O)(=O)/C=C/c4ccccc4)CC3)c2C)cc1
    -68.0%	-9.1%	/

The list continues:
Screens in order: TDP1 cell CPT	FEN1 inhibitor	N370S GC mod
COc1cc(OC)cc(C(=O)NC(=S)Nc2ccc3oc(=O)ccc3c2)c1
    -14.6%	-2.7%	-0.6%
O=C(CNC(=O)c1ccc(F)cc1)NCc1ccccn1
    1.3%	4.5%	/
O=C(NCCCCCNC(=O)c1ccccn1)c1ccccn1
    -10.6%	5.3%	0.7%
C/C(=C\COc1ccc2ccc(=O)oc2c1)CC[C@@H](O)C(C)(C)O
    ?	1.3%	/
COC(=O)CSc1ccc2nnc(-c3ccc(OC)c(OC)c3)n2n1
    -10.6%	-15.7%	0.1%
Cc1cccc(N2CCN(C(=O)C3CCCCC3)CC2)c1C
    29.1µM*	7.2%	7.8%
COc1ccc2oc(=N)c(C(=O)Nc3cccc(C)c3C)cc2c1
    -4.6%	4.2%	-13.5%
CCc1ccccc1NC(=O)Cn1nc2c3cc(F)ccc3n(Cc3cccc(C)c3)cc-2c1=O
    -2.4%	-5.9%	/
CCn1c(Cc2ccccc2)nnc1SCC(=O)Nc1ccccc1F
    -0.5%	-1.0%	12.0%
Cc1nn(CC(=O)Nc2nc3ccccc3s2)c(C)c1[N+](=O)[O-]
    ?	-4.1%	?
S=c1[nH]nc(C2CC2c2ccc(Cl)cc2)n1-c1ccc(Cl)cc1 (stereo unspecified)
    ?	-16.0%	5.6%

Profiles from above. Screens in order: TDP1 cell CPT	FEN1 inhibitor	N370S GC mod
Profile of `CCc1ccccc1NC(=O)Cn1nc2c3cc(F)ccc3n(Cc3cccc(C)c3)cc-2c1=O` : -2.4%	-5.9%	/
Profile of `O=C(CNC(=O)c1ccc(F)cc1)NCc1ccccn1` : 1.3%	4.5%	/

Screening data: PubChem BioAssay, National Center for Advancing Translational Sciences (NCATS)

This is a subset; count on the stated rates, not on these rows.
